# Screening results deposited in PubChem by Sanford-Burnham Center for Chemical Genomics.
# MPTP block: inhibitors of mitochondrial permeability transition pore; isolated mouse mitochondria, Ca2+ swelling absorbance, 30 min; inhibition, % at 10 µM; 360,000 tested, 1.4% active;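 active = inhibition of 50% or more, scaled per plate between neutral and stimulator controls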;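 also: 0% = DMSO wells given calcium and 100% = 1 mM EGTA wells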
# CXCR6 inh: inhibitors of human CXCR6 receptor | inhibition, % at 20 µM | 360,000 tested, 0.36% active | AID 602244 | CHO-K1 PathHunter CXCR6 beta-arrestin, luminescence | O00574; in the data active = inhibition above about 34%, passing the limit was not always enough;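 also: antagonist mode with CXCL16 agonist at 10 nM final; 0% = 10 nM CXCL16 with DMSO and 100% = unstimulated wells without agonist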
# Target sequence (O00574 whole entry, looked up): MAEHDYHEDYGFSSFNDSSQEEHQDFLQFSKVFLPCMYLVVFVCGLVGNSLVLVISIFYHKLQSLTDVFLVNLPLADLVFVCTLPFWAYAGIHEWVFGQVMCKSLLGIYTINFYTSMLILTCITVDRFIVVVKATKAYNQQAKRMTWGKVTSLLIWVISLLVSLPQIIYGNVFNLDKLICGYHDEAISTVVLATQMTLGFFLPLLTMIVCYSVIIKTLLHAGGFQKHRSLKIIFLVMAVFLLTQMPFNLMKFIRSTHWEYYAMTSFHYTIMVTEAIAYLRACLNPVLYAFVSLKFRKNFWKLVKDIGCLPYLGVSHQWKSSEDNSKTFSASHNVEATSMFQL
# A3A deaminase: human APOBEC3A DNA deaminase inhibition; recombinant A3A, FAM/TAMRA ssDNA deamination fluorescence; inhibition, % at 20 µM; 330,000 tested, 0.41% active;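 active = at least 40% inhibition at 20 µM here, with at most 30% in a related deaminase screen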;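 also: plate controls were A3A with DMSO for no effect and wells lacking A3A enzyme for full effect; some results filed as inactive read as strong as hits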
# Target sequence (P31941 whole entry, looked up): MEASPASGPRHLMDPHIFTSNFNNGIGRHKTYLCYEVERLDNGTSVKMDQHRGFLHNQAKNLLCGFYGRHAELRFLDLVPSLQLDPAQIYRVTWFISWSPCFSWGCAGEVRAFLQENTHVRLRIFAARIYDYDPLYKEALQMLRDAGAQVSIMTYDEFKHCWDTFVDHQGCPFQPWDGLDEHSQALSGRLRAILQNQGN
# A3G deaminase: blocks human APOBEC3G single-stranded DNA deamination; recombinant A3G, ssDNA deamination FAM/TAMRA fluorescence; 330,000 tested, 0.28% active; Q9HC16; inhibition, % at 20 µM; AID 493012;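 active = inhibition of at least 40% at 20 µM, with no more than 30% in the related APOBEC3A deaminase screen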;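 also: plate controls were DMSO wells with A3G for no effect and wells lacking A3G enzyme for full effect; some compounds called inactive have numbers as strong as hits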
# Gli-Sufu antag: Gli-Sufu pathway antagonism. Sufu-KO-LIGHT fibroblasts, Gli luciferase reporter luminescence. inhibition, % at 5 µM. 340,000 tested, 0.74% active. AID 588413;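 active = inhibition above about 55%, limit read from the data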;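 also: 0% = DMSO-treated cells and 100% = wells with medium but no cells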
# GRIN3A LBD mod: modulators (binders) of human NR3A ligand-binding domain | AID 1259313 | 340,000 tested, 2.5% active | Tm shift relative to glycine control, % at 25 µM | NR3A LBD differential scanning fluorimetry, Tm shift; 0% = protein alone, 100% = glycine-bound protein;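 active = melting temperature shift of at least 10% of the positive control shift, at one fixed dose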
# EBI2 antag: antagonists of human EBI2 receptor | 360,000 tested, 0.81% active | inhibition, % at 5 µM | P32249 | EBI2 beta-arrestin recruitment, luminescence, 7a,25-OHC stimulated; in the data active = inhibition above about 38%;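 also: enzyme fragment complementation signal reports receptor beta-arrestin coupling in cells; 0% = agonist plus DMSO wells and 100% = wells without agonist; some results beyond the cut were filed as inactive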
# Target sequence (P32249 whole entry, looked up, the tested form may be a part): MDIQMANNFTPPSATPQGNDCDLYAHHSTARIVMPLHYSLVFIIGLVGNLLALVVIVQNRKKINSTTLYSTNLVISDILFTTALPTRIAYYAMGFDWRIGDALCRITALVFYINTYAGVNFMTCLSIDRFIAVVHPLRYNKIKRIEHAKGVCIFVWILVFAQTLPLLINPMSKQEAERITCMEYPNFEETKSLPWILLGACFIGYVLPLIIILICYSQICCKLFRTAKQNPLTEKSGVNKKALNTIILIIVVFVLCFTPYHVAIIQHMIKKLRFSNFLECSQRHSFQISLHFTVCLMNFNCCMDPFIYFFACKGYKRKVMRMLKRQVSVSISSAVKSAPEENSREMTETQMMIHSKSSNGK
# CCR6 antag: antagonists of human CCR6 receptor. P51684. CHO-K1 CCR6 PathHunter beta-arrestin, luminescence, CCL20-stimulated. inhibition, % at 20 µM. 340,000 tested, 0.49% active. AID 493098;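 active = compounds whose inhibition of the agonist-driven luminescence signal at 20 µM reaches about 50%, limit read from the data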;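 also: cells stimulated with CCL20 at 14 nM final; plate controls were DMSO with CCL20 for no effect and DMSO without agonist for full effect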
# The depositor's hits bear a star; · = not tested or not shown.
compound	Gli-Sufu antag	CCR6 antag	A3A deaminase	EBI2 antag	MPTP block	GRIN3A LBD mod	A3G deaminase	CXCR6 inh
CCCOC(=O)c1ccc(NC(=O)c2ccccc2[N+](=O)[O-])cc1	-8	14	-3	6	-1.5	0	-2	3
COc1ccccc1N(C)S(=O)(=O)c1ccc(C(=O)N2CCCC(C(F)(F)F)C2)cc1 (centres undefined)	7	18	2	8	0.3	-4	-4	-2
O=C1c2ccccc2C(=O)N1c1nc2nccc(-c3ccccc3)n2n1	-6	-3	3	-4	-1.3	-1	0	7
Cc1ccc(NC2CCCN(C(=O)c3cnc4ccccn4c3=O)C2)cc1C (centres undefined)	2	1	-9	-1	1.7	1	-5	4
CC(=O)Nc1cccc(NC(=O)C2CCCN2C(=O)Nc2cccc(F)c2)c1 (centres undefined)	-21	17	-2	-6	-0.5	-1	-4	-7
CCOC(=O)Cc1csc(NC(=O)CSc2nnc(C3CC3)n2C)n1	3	13	0	-16	21	-1	3	-5
CC1=CC(=O)CC2C1(C)CCC(C)C2(C)CCC(C)CC(=O)O (centres undefined)	-3	14	-2	-4	-1.1	-2	-3	2
Cn1cnnc1Sc1ccc(C(=O)OCC(=O)NCC(F)(F)F)cc1[N+](=O)[O-]	0	-2	-3	-7	-0.1	-3	-9	-3
CCCCNC(=O)c1cc(C)nn1-c1ccccc1	9	-7	-1	4	1.9	0	-5	3
COc1ccc(NC(=O)C(=O)NCC2CCCN2S(=O)(=O)c2cc(C)ccc2C)cc1 (centres undefined)	-2	18	-2	3	-2.5	-3	-7	-8
CC1(C)CC(=O)C=C(Nc2ccc(F)cc2)C1	3	1	-2	1	1.2	-14	-4	3
Cc1cccc(N=C2SC(C)CN2C(=O)CN2C(=O)NC3(CCCC3)C2=O)c1 (centres undefined)	-11	2	-3	9	-1.7	2	-7	-6
CN(C)S(=O)(=O)c1cccc(NC(=O)c2n[nH]c(=O)c3ccccc23)c1	5	-3	-6	4	0.7	0	10	-5
COc1cccc(NC(=O)COC(=O)CCOc2ccccc2OC)c1	-2	-13	2	-13	-1.0	-1	-14	0
COC(=O)c1cccc(C(=O)N2CCCC(CCC(=O)N(C)CCc3ccccn3)C2)c1 (centres undefined)	20	6	-1	-5	-1.5	2	-3	-30
COc1ccc(NC(=O)CN(C)C2=NS(=O)(=O)c3ccccc32)cc1Cl	-25	6	0	-1	-1.8	-1	1	-6
COc1cc(/C=N/NC(=O)CSc2ccccn2)ccc1OC(C)C	-26	-3	-1	2	2.8	1	-1	-8
CC(C)c1nc(SCc2ccccn2)c2c(=O)n(C)c(=O)n(C)c2n1	2	14	0	11	-0.9	-3	-7	5
Nc1cc2c3ccccc3ccc2c2ccccc12	-73	-20	·	-61	1.7	8	·	-16
Cc1ccc(S(=O)(=O)NCCC(c2ccccc2)c2ccccc2)cc1C(=O)O	-19	-24	0	-5	-3.1	2	-1	-8
CN(C)/C=C/C(=C\C(=O)C(F)(F)F)Nc1ccc(C(F)(F)F)cc1	9	10	-2	-6	-0.9	3	-6	-3
COc1cccc(CN(C)C(=O)c2ccc3c(=O)n4c(nc3c2)CCC4)c1	2	2	-1	2	-1.7	0	-2	2
OCc1ccccc1OCCOc1ccc(Cl)c2cccnc12	12	3	-2	8	0.2	2	-8	-7
CCCC(=O)Nc1c2c(nn1-c1ccc(OC)cc1)CS(=O)(=O)C2	5	-5	5	7	0.2	-2	1	-5
O=C(COC(=O)[C@@H]1CCCN1C(=O)c1cccs1)NCCc1ccccc1	1	-22	-1	-6	0.8	0	-6	-8
COc1ccc(OCC(=O)Nc2c3c(nn2-c2ccc(OC)cc2)CS(=O)(=O)C3)cc1	-3	7	0	0	-0.3	2	-8	5
Cc1nn(CC(=O)NCc2ccc(C(=O)O)cc2)c(C)c1[N+](=O)[O-]	-6	7	-2	-2	2.1	0	-2	-5
CC1Cc2ccccc2N1CC(=O)c1c(N)n(Cc2ccccc2)c(=O)n(C)c1=O (centres undefined)	-2	-2	-2	-2	1.6	-1	-4	-2
COCCCN1C(=O)c2ccc(C(=O)Nc3ccccc3Cl)cc2C1=O	4	1	-3	0	-1.1	-1	-9	6
Cc1ccc(NC(=O)NC2(C(=O)NCc3ccco3)CCCCC2)cc1	2	10	2	-4	0.7	0	-3	4
Fc1ccc(-n2cc(CNCCc3cccnc3)c(-c3ccccc3Cl)n2)cc1	14	17	3	18	12	-1	1	8
CC(C)=NOc1nc(N(C)C)nc(N2CCOCC2)n1	1	3	-5	-5	1.1	-1	-7	4
O=C(COc1ccccc1Cl)Nc1ccc(N2CCCC2)cc1	-22	2	-8	-17	0.5	-16	-1	-2
O=C(CN1C(=O)S/C(=C\c2ccccn2)C1=O)Nc1ccc(F)cc1	7	11	-2	6	-1.7	2	-5	-4
COc1cc2c(cc1OC)C(c1ccc(C)cc1)NC(=O)C2 (centres undefined)	-6	-17	-4	-4	0.2	-1	-1	-25
COc1cc(C2c3[nH]c4ccccc4c3CC3COC(=O)N32)cc(OC)c1O (centres undefined)	28	14	·	-14	-1.7	-4	·	-3
Cc1cn(C(C)C)c(=O)n(-c2ccccc2)c1=O	1	-9	·	-12	-0.7	-1	·	-9
COc1ccc(CC(=O)OC(C)C(=O)NCc2ccc3c(c2)OCO3)cc1OC (centres undefined)	1	2	0	-2	0.8	-2	-10	-10
O=C(C1CC1)N(Cc1nc2ccccc2c(=O)[nH]1)Cc1cccs1	2	13	1	-28	2.4	0	-1	5
COC(C/C=C/[C@@H](O)[C@H](C)OCc1ccccc1)OC	16	8	0	0	-1.7	1	-4	-3
Cc1nc2c(Cl)cccc2c2c1CC(CBr)O2 (centres undefined)	-5	6	11	-3	1.4	-1	10	-7
N/C(=N\c1nc2ccccc2o1)NC(=O)c1cccc(Br)c1	-4	18	2	7	0.9	5	-8	-7
O=S(=O)(NC1CC1)c1ccc(Cl)cc1	6	12	-4	-7	-2.2	-3	-7	6
Cn1c(=NC(=O)c2cccc([N+](=O)[O-])c2)sc2ccccc21	-94	-11	2	4	1.7	-1	-2	1
Cc1nc(N2CCOCC2)nc(N2CCC(C)CC2)c1[N+](=O)[O-]	-2	14	-4	12	0.2	0	-13	0
CC(=O)Nc1ccc(NC(=S)NC(=O)c2cc3ccccc3o2)cc1	-15	38	-2	4	-0.7	16*	-2	9
Cc1ccc(-c2c(=O)n(O)c3ccccc3[n+]2[O-])cc1	-5	1	-2	-2	-0.3	1	-4	6
COc1ccc(N2CCN(S(=O)(=O)CCNC(=O)c3cccs3)CC2)cc1	5	11	-2	-2	0.1	0	-6	1
O=C(NCc1ccccn1)c1ccc2ccccc2n1	-16	-9	-2	-4	-3.6	2	-7	-17
Clc1c(CSc2nc3ccccc3o2)nc2ccccn12	-91	18	-3	2	-1.9	-1	-5	-12

# Additional entries:
compound	Gli-Sufu antag	CCR6 antag	A3A deaminase	EBI2 antag	MPTP block	GRIN3A LBD mod	A3G deaminase	CXCR6 inh
COc1ccc(OCC(=O)NCc2cccnc2)cc1	-4	9	-10	3	-0.1	4	-9	-4
NC(=O)NNC1=Nc2cccc3cccc1c23	-5	11	5	1	1.1	-2	-1	-2
Cc1cc(C(=O)NCc2ccco2)sc1C	-4	3	0	-1	-1.6	1	-5	1
O=C(COc1ccc(F)cc1)NCC1(N2CCOCC2)CCCCC1	4	3	-3	10	-1.8	1	-5	-5
COc1ccc(C2CC(=O)C(CS(=O)(=O)c3ccccc3)C(=O)C2)cc1 (centres undefined)	0	3	3	-3	-1.9	-8	-2	-2
O=C(CN1CCCCCC1)Nc1cccc(Br)c1	-8	0	-1	-1	0.5	-5	-5	3
O=C(Cn1cccn1)N1CCCC(N2CCN(c3cccc(C(F)(F)F)c3)CC2)C1 (centres undefined)	11	10	-1	6	0.7	-1	-5	6
Cc1ccccc1CC1(CO)CCCN(C(=O)c2ccc3ncccc3c2)C1 (centres undefined)	15	13	-2	25	-0.4	-2	-3	2
CC1(c2ccc(Cl)cc2)NC(=O)N(CC(=O)N2CCc3ccccc32)C1=O (centres undefined)	-4	-18	-5	-8	-0.1	2	-9	-9
CCOC(=O)c1c(C)c(C(=O)NCc2cccs2)c(C)n1CC	3	6	-1	7	-1.2	-2	-5	-9

# Continued, starting with the last 2 of the part before.
compound	Gli-Sufu antag	CCR6 antag	A3A deaminase	EBI2 antag	MPTP block	GRIN3A LBD mod	A3G deaminase	CXCR6 inh
CC1(c2ccc(Cl)cc2)NC(=O)N(CC(=O)N2CCc3ccccc32)C1=O (centres undefined)	-4	-18	-5	-8	-0.1	2	-9	-9
CCOC(=O)c1c(C)c(C(=O)NCc2cccs2)c(C)n1CC	3	6	-1	7	-1.2	-2	-5	-9
Cn1c(=O)n(Cc2ccccc2)c(=O)c2c1nc1n2CCS1	3	1	-5	-5	0.1	1	-4	6
Cc1cc(F)ccc1S(=O)(=O)NCC1CC2CCC1C2 (centres undefined)	-5	10	3	2	0.8	-1	0	4
O=C(COc1ccc(Cl)cc1)Nc1nnc(-c2ccc3c(c2)CCCC3)o1	-35	26	-3	-2	-3.3	-1	-8	17
CC(C)(C)NC(=O)N1CCCN(c2ccc(C(F)(F)F)cn2)CC1	1	-4	1	-9	2.4	-2	13	-1
CC(C)OC(=O)CN1CCN(c2ccc(Cl)cc2)CC1	-9	11	-2	-6	-1.1	1	-5	14
CCOC(=O)C1(Cc2cccc(OC)c2)CCN(C(C)COC)CC1 (centres undefined)	-3	7	0	12	5.6	2	-3	5
CCn1c(O)c(/C=N/N=C/c2ccccc2)c2ccc(C3=NNC(=O)CC3)cc21	-8	-9	-33	10	3.8	0	-58	-2
O=C(COC(=O)COc1ccccc1[N+](=O)[O-])NC1CCCCC1	-24	5	-6	-10	-1.2	-1	0	12
Cc1ccc(NC(=O)CCCCCNS(=O)(=O)c2ccc(C)cc2)cc1	-2	7	4	-4	0.7	3	-1	4
CC(C)NC(=O)c1ccccc1NC(=O)C1CCCO1 (centres undefined)	59*	-3	-1	-5	17	-2	1	-5
COc1ccc(NC(=O)CC2SC(N3CCCCC3)=NC2=O)cc1OC (centres undefined)	3	4	-1	3	-1.0	-2	-7	11
CCOC(=O)C1CCN(C(=O)C2CCN(S(=O)(=O)c3ccc4c(c3)CC(C)N4C(C)=O)CC2)CC1 (centres undefined)	-35	19	-3	-8	-0.2	0	-7	-14
CSc1nc2[nH]c3c(c2c2nnnn12)CCCC3	0	10	3	-4	-0.4	6	6	-2
CCOC(=O)c1c(C)n(-c2ccc(C)cc2)c2c(CC(C)=O)c(Br)c(OC)c(O)c12	0	3	-3	-11	2.9	-6	-5	0
O=C(NNC(=O)c1cccc(-n2cccc2)c1)c1ccccc1	-31	5	-1	-4	-1.8	-2	-2	4
Cc1ccc(NC(=S)NCCC(c2ccccc2)c2ccccc2)c(C)c1	0	27	-4	19	13	-5	-5	18
Cc1cc(C(=O)NCc2ccccc2F)cs1	-2	-4	-2	2	-1.8	0	-5	0
CCOC(=O)c1c(C)nc2sc3c(c2c1-c1ccc(OC)cc1)NC(c1ccccc1)NC3=O (centres undefined)	-13	-33	-3	-8	-1.7	-7	-6	-4
NC(=O)c1ccc(NC(=O)CN2CCN(S(=O)(=O)c3ccc4c(c3)OCCO4)CC2)cc1	-5	7	4	-6	-0.4	0	-3	-8
COC(=O)CSc1nnc(-c2cccnc2)o1	0	13	2	-9	0.4	1	-1	0
O=C(OCc1ccccc1)C1CCCN1C(=O)c1ccccc1[N+](=O)[O-] (centres undefined)	0	-11	-2	-1	0.6	-1	-4	1
